# Rab9 promoter act: qHTS Assay for Rab9 Promoter Activators. Huh7 Rab9 promoter-luciferase reporter, luminescence, 24 h. Potency, µM (top dose mostly 9.22 µM), without a hit: top-dose activation, negative = inhibition, hits mostly activators. 2.8% of 320,000 active; further: % of control where 0% means no effect; nearly all actives have a fitted effect of over 60% in size
#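 Measured in stably transfected Huh7 cells bearing a Rab9 promoter–luciferase construct: 24 h compound treatment at 37 °C, followed by luminescence detection.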
# ELG1 genotox: qHTS screen for small molecules that induce genotoxicity in human embryonic kidney (HEK293T) cells expressing luciferase-tagged ELG1. HEK293T ELG1-luciferase reporter, luminescence, 16 h. Potency, µM (series often up to 46 µM), inactives show at the top dose activity change, positive = activation, actives largely listed as activators. 1.3% of 330,000 active; further: % of control where 0% means no effect; nearly all actives have a fitted effect of over 60% in size
#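 Reporter readout depends on ELG1 protein level, which increases with genetic stress. After 16 hr compound exposure at 37 °C, luciferase activity was quantified using ONE-Glo.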
# uPA generation: qHTS for Inhibitors of Cell Surface uPA Generation; cell surface uPA generation assay, qHTS; Potency, µM (doses to about 38.3 µM), for inactives: top-dose activity change, negative = inhibition, most hits filed as inhibitors; 0.31% of 330,000 active; active means well fitted inhibition curve with a large enough effect; inconclusive means small, poorly fitted or top-dose-only effect; inactive means no such curve, though single readings can be large or run the other way; tested in mouse RAW 264.7 cells; further: on the % scale 0 is the no-effect control and ±100 the full control effect; nearly all actives have a fitted effect of over 55% in size
# VP16 counter: VP16 counterscreen qHTS for inhibitors of ROR gamma transcriptional activity. Drosophila S2 Gal4-VP16 UAS-luciferase, luminescence, 20 h. Potency, µM (titrated, usually from 53.6 µM), for inactives: at the top dose activity, negative = inhibition, actives largely listed as inhibitors. 3.5% of 310,000 active. AID 2546, 2010;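 further: Gal4-VP16 expression switched on by copper sulfate through the metallothionein promoter; on the % scale 0 is the no-effect control and ±100 the full control effect; nearly all actives have a fitted effect of over 50% in size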
# MBNL1 CUG block: qHTS Assay for Inhibitors of MBNL1-poly(CUG) RNA binding; Muscleblind-like protein 1 (Homo sapiens), Q9NR56; TR-FRET MBNL1-His/biotin-(CUG)12 binding, 665/545 ratio; Potency, µM (doses to about 57.5 µM), for inactives: top-dose activity change, negative = inhibition, actives largely listed as inhibitors; 0.036% of 280,000 active; AID 2675, 2010; active means well fitted inhibition curve with a large enough effect in the signal ratio, with a control signal flat, not every such curve was filed as active; inconclusive means small, poorly fitted or top-dose-only effect, or effect the other way, or a change in a side signal; inactive means no such curve, though single readings can be large or run the other way; the % refers to the signal ratio; further: on the % scale 0 is the no-effect control and ±100 the full control effect
#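 Compounds (final 92 nM to 58 uM) are added to His-tagged MBNL1 and biotin-(CUG)12, then terbium anti-His antibody and streptavidin-XL665 (5 nM final). After 60 min at room temperature, the 665/545 nm ratio is read.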
# p53 reactivation: qHTS assay for re-activators of p53 using a Luc reporter | AID 504706, 2011 | H1299 p53-A138V BP100-luciferase reporter, luminescence, 24 h | 0.063% of 320,000 active | Potency, µM (top dose mostly 92.2 µM), without a hit: at the top dose activity change, positive = activation, usual class: activators; further: % of control where 0% means no effect; nearly all actives have a fitted effect of over 45% in size
#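 H1299 (p53-null), stable ts p53-A138V + BP100-Luc; 1000 cells/well, Opti-MEM/10% FBS; cpd 4 pt, 1:5; 24 h, 37 deg C, 5% CO2; detection reagent 10 min RT; luminescence.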
# BRCA1 expr up: qHTS Assay to Identify Small Molecule Activators of BRCA1 Expression; 1.1% of 380,000 active; Potency, µM (highest dose often 46.1 µM), for inactives: at the highest dose activation, most hits filed as activators; MCF7-BRCA1-FFLuc reporter, luminescence, 48 h; response scale: scaled: vehicle 0%, 10 µM genistein 100%; further: nearly all actives have a fitted effect of over 80% in size; some results filed as inactive show a strong effect at the top dose
#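 MCF7-BRCA1-FFLuc, 2000 cells/well; 2 h attach, 37 °C/5% CO2; compound 48 h; luciferase substrate 15 min; luminescence end-point. Norm. to genistein 10 microM max activation and DMSO; concentration-response curves fitted.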
# FLuc counter: qHTS profiling assay for firefly luciferase inhibitor/activator using purifed enzyme and Km concentrations of substrates (counterscreen for miR-21 project). purified FLuc, Km substrates, luminescence inhibition. Luciferin 4-monooxygenase (Photinus pyralis), P08659. 6.9% of 360,000 active. Potency, µM (doses to about 57.5 µM), without a hit: at the top dose activity change, negative = inhibition, hits mostly inhibitors;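 further: plate controls were vehicle for no effect and reference inhibitor for full effect; nearly all actives have a fitted effect of over 55% in size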
# Target sequence (P08659 whole entry, looked up): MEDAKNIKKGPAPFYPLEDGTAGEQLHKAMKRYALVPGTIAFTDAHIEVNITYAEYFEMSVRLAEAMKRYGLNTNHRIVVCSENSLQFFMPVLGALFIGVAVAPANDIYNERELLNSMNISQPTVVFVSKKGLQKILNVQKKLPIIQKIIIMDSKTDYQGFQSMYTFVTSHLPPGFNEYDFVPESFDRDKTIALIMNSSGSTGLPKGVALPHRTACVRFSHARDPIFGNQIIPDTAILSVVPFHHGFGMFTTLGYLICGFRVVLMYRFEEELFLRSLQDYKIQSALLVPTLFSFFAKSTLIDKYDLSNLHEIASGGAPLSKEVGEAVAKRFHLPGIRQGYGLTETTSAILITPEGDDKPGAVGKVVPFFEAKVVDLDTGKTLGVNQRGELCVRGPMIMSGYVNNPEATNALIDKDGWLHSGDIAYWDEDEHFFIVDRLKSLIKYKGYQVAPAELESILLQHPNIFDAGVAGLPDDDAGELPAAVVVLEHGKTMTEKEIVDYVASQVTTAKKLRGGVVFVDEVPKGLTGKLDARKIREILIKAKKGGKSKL
#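 Purified P. pyralis luciferase, 10 nM final, with Km-level 10 uM D-luciferin and 10 uM ATP in 50 mM Tris acetate pH 7.5, 10 mM Mg acetate, 0.01% Tween-20, 0.05% BSA; 6-point qHTS titration about 60 µM downward; luminescence read.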
# RORgamma inh: qHTS for inhibitors of ROR gamma transcriptional activity. Drosophila S2 Gal4-RORgamma UAS-luciferase reporter, 20 h. Potency, µM (titrated, usually from 53.6 µM), for the others: top-dose activity change, negative = inhibition, hits mostly inhibitors. 5.4% of 310,000 active. AID 2551, 2010; further: on the % scale 0 is the no-effect control and ±100 the full control effect; nearly all actives have a fitted effect of over 60% in size
# Target sequence (P51450 whole entry, looked up, the tested form may be a part): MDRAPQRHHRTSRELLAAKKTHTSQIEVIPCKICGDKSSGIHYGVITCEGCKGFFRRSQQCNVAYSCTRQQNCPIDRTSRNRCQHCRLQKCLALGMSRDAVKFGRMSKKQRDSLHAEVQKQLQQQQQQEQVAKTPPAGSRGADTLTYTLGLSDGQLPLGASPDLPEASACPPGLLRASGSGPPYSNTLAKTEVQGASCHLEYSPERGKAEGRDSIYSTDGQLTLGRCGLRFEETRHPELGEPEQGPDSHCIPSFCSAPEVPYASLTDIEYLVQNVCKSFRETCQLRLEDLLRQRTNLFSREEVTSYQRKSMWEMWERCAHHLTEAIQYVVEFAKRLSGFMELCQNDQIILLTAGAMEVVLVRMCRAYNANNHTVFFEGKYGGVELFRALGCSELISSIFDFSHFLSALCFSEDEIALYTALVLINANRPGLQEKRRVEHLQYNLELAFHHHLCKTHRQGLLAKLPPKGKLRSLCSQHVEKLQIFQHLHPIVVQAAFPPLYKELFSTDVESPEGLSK
#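 A Gal4/UAS one-hybrid system in insect cells: metallothionein-promoter Gal4–ROR gamma fusion plus Photinus luciferase reporter. Copper sulfate 700 uM final, 20 hr ambient incubation, luminescent detection after 10 min with reagent.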
# NPC1 prom act: qHTS Assay for NPC1 Promoter Activators | Huh7 NPC1 promoter luciferase reporter, 24 h | Potency, µM (doses to about 9.22 µM), for inactives: top-dose activation, hits mostly activators | 2.4% of 320,000 active | AID 485313, 2010;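 further: % of control where 0% means no effect; nearly all actives have a fitted effect of over 60% in size; reporter is driven by a mutant NPC1 promoter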
#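 Luminescence from an NPC1 promoter-driven luciferase reporter in stably transfected Huh7 cells was measured after 24 h compound treatment at 37 °C, followed by 10 min ambient incubation with luciferase detection reagent.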
# Active calls of the source: *; u = inconclusive; x = no result given; & = joins results of further samples; [ ] = remark or other dose. Unless noted, the call rests on the fitted dose curve; in most records, active means well fitted curve in the direction sought with a large enough effect; inconclusive means small, poorly fitted or top-dose-only effect, or another doubt; inactive means no such curve, though single readings can be large; an effect the other way counts as inactive or inconclusive. Potency means the concentration at half of the fitted maximal effect.
# The line under a structure holds: Rab9 promoter act | ELG1 genotox | uPA generation | VP16 counter | MBNL1 CUG block | p53 reactivation | BRCA1 expr up | FLuc counter | RORgamma inh | NPC1 prom act
CC(C)(C)NC(=O)C(=O)NNC(=O)C12CC3CC(CC(C3)C1)C2
→ 0% | -1% | 2% | -2% | -11% | -9% | 0% | -1% | u | 0%
C=CCNC(=O)C1CC(=O)N(c2ccc(Br)cc2)C1 (stereo not given)
→ -8% | -2% | 2% | 1% | 7% | 4% | -19% | 10% | 18% | -3%
Cc1ccc(NC(=O)COC(=O)C2C3CC4OC(=O)C2C4C3)cc1 (stereo not given)
→ 11% | 13% | 2% | 6% | 2% | 12% | -3% | -17% | 7% | 12%
CC1CN(S(=O)(=O)c2ccccc2)CN1C(=O)N1CCOCC1 (stereo not given)
→ -6% | -5% | 2% | 2% | -1% | 1% | -10% | 0% | -20% | -4%
Cn1cc(/C=N/NC(=O)c2cccc([N+](=O)[O-])c2)c2ccccc21
→ -10% | u | 2% | u | x | 1% | -59% | -2% | 0.5µM* | 7%
Cc1ccc2oc(C(=O)N(C)Cc3cnccn3)c(C)c2c1
→ 28% | u | -15% | 6% | -5% | 12% | 61% | u | 33% | 21%
Cn1cnc2c1c(=O)n(Cc1ccccc1)c(=O)n2C
→ -7% | 4% | -1% | -11% | -6% | -4% | 2% | 2% | -2% | 0%
CCOc1ccc(C(C(=O)NC(C)(C)C)N(CCOC)C(=O)CCC(=O)Nc2ccccn2)cc1 (stereo not given)
→ 2% | -1% | 2% | 5% | 5% | 0% | -6% | 1% | 3% | -3%
CCCN(CC(=O)Nc1ccccc1OC)C(=O)Cn1[nH]c(=O)c2ccccc2c1=O
→ 2% | 4% | 2% | x | x | 13% | -9% | -2% | x | -2%
COc1ccc(C(=O)NC(=O)Nc2ncccc2C)cc1
→ 3.5µM* | u | -6% | -3% | -3% | u | 2.8µM* | 17µM* | -2% | u
Cc1c(C(=O)C(=O)N2CCN(Cc3ccc4c(c3)OCO4)CC2)c2ccccc2n1C
→ -3% | -1%[9.26 µM] | -13% | 3% | -3% | 0% | -14% | -1% | 21% | -5%
N=c1n(Cc2ccc(Cl)cc2)c2ccccc2n1CC(O)c1ccco1 (stereo not given)
→ -4% | -10% | -2% | 1% | -9% | 14% | -29% | 3% | -21% | -1%
O=S(=O)(NCC1CCCO1)c1cc(Cl)ccc1Br (stereo not given)
→ 5% | 0% | -2% | 4% | 1% | 6% | 10% | 14% | 13% | -3%
O=C(CSc1nc2c(sc3ccccc32)c(=O)n1CCCN1CCOCC1)NCC1CCCO1 (stereo not given)
→ 3% | 1% | -1% | -3% | 3% | 1% | -4% | -5% | 9% | -3%
O=C(N/N=C/c1cccs1)[C@H]1C[C@@H]1c1ccccc1
→ 1% | -3% | 15% | 5% | x | -5% | 0% | -1% | -9% | -4%
O=C(NCc1ccncc1)c1ccccc1Nc1ccc(SC(F)F)cc1
→ 5% | -18% | 2% | 7% | -2% | -4% | -11% | u | 22% | -2%
O=C(c1ccc2ccccc2c1)N1CCN(c2ccccc2)CC1
→ x | x | 0% | 7% | 7% | x | -8% | 4% | 9% | x
CNc1ncc(C(=O)c2ccc(F)cc2)s1
→ u | u | -7% | 2% | u | 10% | u | u | 27% | u
Cc1ccccc1OCCC(=O)OCC(=O)N1c2ccccc2NC(=O)C1(C)C
→ 0% | -10% | -6% | x | x | -1% | -3% | 0% | x | 5%
CCOC(=O)N1CCN(c2cc(=O)n(-c3ccccc3C)c(=O)[nH]2)CC1
→ 3% | 1% | 1% | -8% | -3% | 3% | 3% | -1% | -14% | -2%
Cc1occc1C(=O)NC1CCCCCCC1
→ 23% | 10% | -9% | -4% | -5% | u | 14µM* | u | 30% | 15%
CC(C)c1ccc(C2(C)NC(=O)N(CC(=O)N3CCN(C(=O)c4cccs4)CC3)C2=O)cc1 (stereo not given)
→ -3% | -2% | -24% | x | x | 3% | -19% | x | x | -2%
CC(C)(C)C(=O)[C@@H]1[C@@H]2C(=O)N(C3CCCCC3)C(=O)[C@@H]2[C@H]2c3ccccc3C=CN12
→ 14% | 3% | 1% | u | u | 11% | -30%[1.84 µM] | 3% | u | 5%
Cc1ccc(S(=O)(=O)N2CCC(C(=O)OC(C)C(=O)NC3CCCCC3C)CC2)cc1C (stereo not given)
→ -4% | 0% | -20% | x | x | -6% | -1% | 5% | x | 1%
O=C1C(Cl)=C(N2CCCCC2)C(=O)N1c1ccccc1
→ 0% | -7% | x | 6% | u | 13% | 9% | -20% | 25% | -1%
COc1cc(NC(=O)C2CCCO2)c(OC)cc1Cl (stereo not given)
→ -4% | 7% | -1% | 4% | -8% | -4% | 6% | 2% | 3% | -4%
O=C(NCCc1ccccn1)c1cc(C(=O)C2CCCCC2)c[nH]1
→ -1% | 5% | 0% | 12% | 7% | 8% | 13% | 0% | 25% | -7%
O=C(O)Cc1csc(-c2ccc(F)cc2)n1
→ 8% | -3% | 4% | -9% | 3% | 0% | 14% | -10% | u | -7%
CC1(C)S[C@@H]2[C@H](NC(=O)[C@H](C(=O)O)c3ccsc3)C(=O)N2[C@H]1C(=O)O
→ 1% | 5% | x | -20% | 5% | 3% | x | 1% | -4% | -4%
COC(=O)Cc1ccc(NC(=S)NCc2ccco2)cc1
→ 1% | 0% | 1% | -2% | 0% | 16% | 53% | u | u | -1%
CCC(=O)OC1(C)C(=O)C2=COC(c3ccc(OC)cc3)=CC2=C(Br)C1=O (stereo not given)
→ -9% | 4% | 4% | -5%&-9% | 9% | 10% | -22% | -10% | -7%&21% | -8%
CCN(Cc1ccc(NC(C)=O)cc1)CC1CCCN(CCc2cccc(F)c2)C1 (stereo not given)
→ -4% | 3% | -13% | -1% | -6% | x | -31% | 9% | -20% | 0%
Cc1cc(C)nc(N(C#N)Cc2ccc(Cl)cc2)n1
→ -10% | 6% | -3% | -14% | -7% | 0% | 12% | 2% | 16% | -1%
CCN(c1ccccc1)S(=O)(=O)c1ccc(C(=O)N(CCCN(C)C)c2nc3cc4c(cc3s2)OCO4)cc1
→ 7% | u | u | u | -11% | -42%[inhibitor] | -25% | 5% | -43% | 1%
Nc1c(Cl)ncnc1NCc1cccnc1
→ -4% | -8% | -1% | 9% | 1% | -2% | -1% | -1% | -24% | -1%
Cc1ccsc1/C=C1/SC(N2CCOCC2)=NC1=O
→ 24% | 20% | x | u | u | 18% | x | 21µM* | 9% | 21%
CCC[C@H](CN[C@@H](CNC)[C@H](C)O)NCCc1ccc(OC)cc1
→ 0% | 0% | -12% | 5% | -2% | x | 22% | 0% | -11% | -2%
Cc1c(C(=O)NC(C)C)oc2c1-c1[nH]ncc1CC2
→ -1% | -1% | 4% | -4% | 9% | -6% | -8% | -20% | u | 7%
Cn1c(C(=O)N2CCCC(C(=O)N3CCN(C(=O)c4ccco4)CC3)C2)cc2sccc21 (stereo not given)
→ 2% | -7% | 10% | 1% | -7% | -5% | 13% | 4% | 3% | 0%
CN1C(=O)C(=O)/C(=C(/O)c2ccc(Br)cc2)C1c1ccc(Cl)cc1 (stereo not given)
→ 0% | -1% | 0% | -7% | -2% | x | 0% | 0% | 1% | -2%
COc1ccc(N(CC(=O)Nc2ccccc2C(=O)NCCc2ccccc2)S(C)(=O)=O)cc1OC
→ 2% | -2% | x | -2% | -4% | -2% | -27% | 0% | 43% | -1%
O=C(COC(=O)c1ccncc1)NC(=O)C1CCCCC1
→ 0% | -3% | x | 1% | 2% | 10% | 3% | 3% | -1% | 0%
COc1ccccc1NC(=O)/C=C/C(N)=O
→ -1% | 2% | u | 4.5µM* | -7% | -14% | -1% | -2% | 4.5µM* | -2%
O=C1CC(c2cc(F)ccc2F)c2cc3c(cc2N1)CCC3 (stereo not given)
→ -27% | 13% | -4% | -12% | 6% | 1% | 0% | -2% | 14% | -32%[inhibitor]
CN(c1ccc(C(=O)NCc2ccncc2)cc1)S(C)(=O)=O
→ -3% | 0% | -2% | x | 0% | -1% | -6% | 0% | 4%[0.365 µM] | 2%
Cc1cc(C)n2nc(CCc3ccccc3)nc2n1
→ 16% | 16% | 1% | 7% | -10% | 7% | 1% | -9% | 30% | 9%
CCN(CC)C(CNC(=O)CSc1nnnn1-c1ccc(C)c(C)c1)c1ccco1 (stereo not given)
→ -5% | -2% | -3% | x | x | -3% | -21% | 1% | x | 2%
Cc1ccc(-c2csc(N/N=C/c3ccco3)n2)c(C)c1
→ 18% | 19% | 3% | u | x | 9% | 75% | -13% | u | 14%
CCOc1cc(NC(=S)Nc2cccc(OC)c2)c(OCC)cc1NC(=O)c1ccc(C)cc1
→ 1% | 0% | x | 16µM* | 4% | -4% | -28% | 3% | 7.9µM* | -2%

# Some values from the list.
# ELG1 genotox result of CCN(CC)C(CNC(=O)CSc1nnnn1-c1ccc(C)c(C)c1)c1ccco1 (stereo not given) stands at -2%
# BRCA1 expr up result of CC(C)c1ccc(C2(C)NC(=O)N(CC(=O)N3CCN(C(=O)c4cccs4)CC3)C2=O)cc1 (stereo not given) stands at -19%

# From PubChem
